Screens deposited in PubChem BioAssay by NCI.
Growth percent in the NCI-60 one-dose screen (48 h, 10 µM unless noted): 100 = growth as untreated, 0 = no growth, -100 = all killed.
HCC-2998 = HCC-2998 colon cancer; 79,000 compounds, 4.7% hits
KM12 = KM12 colon cancer cells | 82,000 compounds, 5% hits
OVCAR-3 = OVCAR-3 ovarian cancer; 79,000 compounds, 7% hits; AID 1794787
DU-145 = DU-145 prostate cancer | 81,000 compounds, 4.2% hits
OVCAR-5 = OVCAR-5 ovarian cancer. 82,000 compounds, 2.9% hits
SW-620 = SW-620 colon cancer. AID 1794795. 82,000 compounds, 5.2% hits
OVCAR-8 = OVCAR-8 ovarian cancer; 81,000 compounds, 4.4% hits; AID 1794782
PC-3 = PC-3 prostate cancer cells | 80,000 compounds, 3.9% hits | AID 1794754
OVCAR-4 = OVCAR-4 ovarian cancer cells; 80,000 compounds, 3.7% hits; AID 1794784
The depositor's hits bear a star; . = no result given; & = joins results of further samples; [ ] = remark or other dose. Rule for the calls: active = growth percent below 10; inactive = the rest.

SMILES	HCC-2998	KM12	OVCAR-3	DU-145	OVCAR-5	SW-620	OVCAR-8	PC-3	OVCAR-4
COc1ccc(N2C(=O)N(c3ccc(SC)cc3)C(=O)C2=S)cc1	98	95	101	97	82	94	87	80	105
Oc1ccc(-c2cnc(-c3ccccc3)[nH]2)c(O)c1	117	102	107	157	116	109	119	100	106
COc1cc(C)cc(C(O)Cc2cccc(-c3ccc(N)nc3)n2)c1 (stereo not drawn)	104	98	101	106	111	110	99	87	99
CCOC(=O)C1=C(CSC(=S)N2CCCCC2)N(C)C(=O)NC1c1ccccc1 (stereo not drawn)	107	85	97	101	102	102	84	73	85
Cc1ccc2sc3c(c2c1)OC(N)=C(C#N)C3c1ccc(Cl)cc1 (stereo not drawn)	85	45	.	77	93	63	97	71	91
Nc1nc(N)c2c(n1)NC(c1ccccc1)CC(c1ccc(Nc3nc(NCCO)nc(Nc4ccc(Cl)cc4)n3)cc1)=N2 (stereo not drawn)	69	47	.	42	111	-83*	-20*	15	57
COc1ccc2ncccc2c1	111	106	109	108	103	105	100	86	104
O=C(O)CCNC(=O)c1nc(-c2ccccc2)n(-c2ccc(Cl)cc2)n1	91	96	112	107	103	104	106	94	109
Cc1c2c(c(C)c3c1oc1ccc(O)cc13)C(=O)N(CCO)C2=O	106	97	107	93	114	86	91	85	104
c1ccc(-c2nc(-c3c[nH]c4ncccc34)cs2)cc1	102[100 µM]	79[100 µM]	107[100 µM]	110[100 µM]	94[100 µM]	104[100 µM]	93[100 µM]	84[100 µM]	98[100 µM]
COc1ccc2c(c1)/C(=N\N=C\c1cc(OC)c(OC)c(OC)c1)C(=O)N2	109	100	113	118	105	115	94	91	117
C#CC1(O)CC[C@H]2[C@@H]3CCC4=CCCC[C@@H]4[C@H]3CC[C@@]21C (stereo partly drawn)	113&107	113&109	114&113	116&104	97&95	105&106	103&94	94&91	109&112
Cc1nc2sc(C(=O)Nc3cccc(Br)c3)c(N)c2cc1C(=O)c1ccc(C(F)(F)F)cc1	87	85	83	69	82	72	73	70	6.2*
Cc1cc(-c2ccccc2)n2[nH]cc(C)n(-c3ccccc3)nc2c1C#N	108	96	105	101	113	104	104	91	90
OC(c1ccccc1)C(NCCNCc1ccccc1)c1ccccc1 (stereo not drawn)	93	104	103	106	93	111	100	85	121
COC(=O)CCCCCCCCCCC(=O)c1ccccc1	110	110	117	121	104	106	97	95	108
CC(=O)CC(=O)Nc1ccccc1NC(=O)CC(C)=O	96	101	104	104	103	88	99	97	99
COc1cc(/C=N/NC(=S)NNC(=S)NCc2ccco2)cc(OC)c1OC	101	97	108	102	97	97	99	96	94
COc1ccc([C@H]2c3[nH]c4ccccc4c3CC3C(=O)N(C4CCN(Cc5c(Cl)cccc5Cl)CC4)CC(=O)N32)c(OC)c1 (stereo partly drawn)	.	93[8.33 µM]	98[8.33 µM]	96[8.33 µM]	89[8.33 µM]	93[8.33 µM]	94[8.33 µM]	74[8.33 µM]	106[8.33 µM]
CC(C)(C)n1cc(-c2ccnc(NCCNS(=O)(=O)c3ccc(Cl)cc3)c2)c(-c2cccc(O)c2)n1	37	42	73	81	81	28	65	35	53
CCN(CC)c1ccc(Nc2ccc(CC(=O)c3ccccc3)cc2)cc1	95	75	84	98	98	90	85	40	88
Cc1ccc(-c2cc(-c3nnc(SC/C(=N/O)c4ccccc4)o3)c3ccccc3n2)cc1	95	101	96	101	115	98	102	83	93
O=C(O)c1cccc2cnccc12	96	105	107	100	101	105	110	97	112
COc1cc(-c2ccc3ncnc(NCc4ccccc4)c3c2)cnc1OC	73	95	43	24	29	75	71	32	65
COc1cc(NC(C)CCCN)c2ncccc2c1Sc1ccc(Cl)cc1 (stereo not drawn)	12	34	59	76	78	-69*	33	47	.
N#Cc1c(Oc2ccccc2Cl)nc2sc3cccc(Cl)c3n2c1=N	103	103	114	108	107	105	103	95	.
O=C1/C(=C/c2ccc(SC(F)(F)F)cc2)Cc2c(Br)cccc21	106	98	102	102	98	100	98	81	85
COc1cc2oc(-c3cccc(C(=O)NCC(=O)OC(C)(C)C)c3)cc(=O)c2c(OC)c1OC	116	75	91	87	109	112	63	91	81
C[N+]1=C(/C=C/c2ccccc2Cl)C(C)(C)c2ccccc21	103	97	78	95	100	92	91	83	96
CC1(C)CC[C@]2(C(=O)N3CCCNCC3)CC[C@]3(C)C(=CC[C@@H]4[C@@]5(C)CCC(=O)C(C)(C)[C@@H]5CC[C@]43C)[C@H]2C1	102	105	.	108	104	101	103	88	116

Exported as comma-separated lines: entries from further up.
molecule,HCC-2998,KM12,OVCAR-3,DU-145,OVCAR-5,SW-620,OVCAR-8,PC-3,OVCAR-4
COc1ccc(N2C(=O)N(c3ccc(SC)cc3)C(=O)C2=S)cc1,98,95,101,97,82,94,87,80,105
Oc1ccc(-c2cnc(-c3ccccc3)[nH]2)c(O)c1,117,102,107,157,116,109,119,100,106
COc1cc(C)cc(C(O)Cc2cccc(-c3ccc(N)nc3)n2)c1 (stereo not drawn),104,98,101,106,111,110,99,87,99
CCOC(=O)C1=C(CSC(=S)N2CCCCC2)N(C)C(=O)NC1c1ccccc1 (stereo not drawn),107,85,97,101,102,102,84,73,85
Cc1ccc2sc3c(c2c1)OC(N)=C(C#N)C3c1ccc(Cl)cc1 (stereo not drawn),85,45,.,77,93,63,97,71,91
Nc1nc(N)c2c(n1)NC(c1ccccc1)CC(c1ccc(Nc3nc(NCCO)nc(Nc4ccc(Cl)cc4)n3)cc1)=N2 (stereo not drawn),69,47,.,42,111,-83*,-20*,15,57
COc1ccc2ncccc2c1,111,106,109,108,103,105,100,86,104
O=C(O)CCNC(=O)c1nc(-c2ccccc2)n(-c2ccc(Cl)cc2)n1,91,96,112,107,103,104,106,94,109
Cc1c2c(c(C)c3c1oc1ccc(O)cc13)C(=O)N(CCO)C2=O,106,97,107,93,114,86,91,85,104
c1ccc(-c2nc(-c3c[nH]c4ncccc34)cs2)cc1,102[100 µM],79[100 µM],107[100 µM],110[100 µM],94[100 µM],104[100 µM],93[100 µM],84[100 µM],98[100 µM]
COc1ccc2c(c1)/C(=N\N=C\c1cc(OC)c(OC)c(OC)c1)C(=O)N2,109,100,113,118,105,115,94,91,117
C#CC1(O)CC[C@H]2[C@@H]3CCC4=CCCC[C@@H]4[C@H]3CC[C@@]21C (stereo partly drawn),113&107,113&109,114&113,116&104,97&95,105&106,103&94,94&91,109&112
Cc1nc2sc(C(=O)Nc3cccc(Br)c3)c(N)c2cc1C(=O)c1ccc(C(F)(F)F)cc1,87,85,83,69,82,72,73,70,6.2*
Cc1cc(-c2ccccc2)n2[nH]cc(C)n(-c3ccccc3)nc2c1C#N,108,96,105,101,113,104,104,91,90
OC(c1ccccc1)C(NCCNCc1ccccc1)c1ccccc1 (stereo not drawn),93,104,103,106,93,111,100,85,121
COC(=O)CCCCCCCCCCC(=O)c1ccccc1,110,110,117,121,104,106,97,95,108
CC(=O)CC(=O)Nc1ccccc1NC(=O)CC(C)=O,96,101,104,104,103,88,99,97,99
COc1cc(/C=N/NC(=S)NNC(=S)NCc2ccco2)cc(OC)c1OC,101,97,108,102,97,97,99,96,94
COc1ccc([C@H]2c3[nH]c4ccccc4c3CC3C(=O)N(C4CCN(Cc5c(Cl)cccc5Cl)CC4)CC(=O)N32)c(OC)c1 (stereo partly drawn),.,93[8.33 µM],98[8.33 µM],96[8.33 µM],89[8.33 µM],93[8.33 µM],94[8.33 µM],74[8.33 µM],106[8.33 µM]

Further entries:
SMILES	HCC-2998	KM12	OVCAR-3	DU-145	OVCAR-5	SW-620	OVCAR-8	PC-3	OVCAR-4
Cc1[nH]c2ccccc2c1CCNC(=O)c1cccs1	111	102	100	104	102	101	106	97	103
CSc1nnc(CN2CCN(c3cc4c(cc3F)c(=O)c(C(=O)O)cn4C3CC3)CC2)o1	101	106	105	110	102	103	.	75	95
C/C(=N/O)C(=O)NCCCCC(=O)Nc1ccccc1	101	106	112	113	104	103	102	108	106
C=C[C@@H]1C[C@@H]2Cc3c(C)cc(C)cc3N1O2	103	104	103	108	87	102	98	93	84
CCc1cc2n(n1)-c1ccc(C(=O)OC)cc1Oc1ccccc1-2	109	101	100	107	99	99	91	82	86
COc1ccc2c(c1)OC(O)(C(F)(F)C(F)(F)F)CC2=O (stereo not drawn)	107	99	112	108	96	99	99	96	93
CC(C)(CO)NC(=O)c1ccc(C(C)(C)C)cc1	99	109	114	104	107	109	101	100	114
O=C(CCSc1nnc2n(Cc3ccccc3)c(=O)c3c4c(sc3n12)CCCC4)N1CCOCC1	96	97	105	104	99	107	101	82	102
OC(c1cccc(OCc2ccccc2)c1)c1nnc(-c2ccccc2)o1 (stereo not drawn)	112	91	104	107	102	104	96	81	87
N#Cc1c(Cl)nc(SCC(=O)N2CCN(c3cc4c(cc3F)c(=O)c(C(=O)O)cn4C3CC3)CC2)nc1-c1ccc(Cl)cc1	102	105	106	108	100	99	98	99	107
COc1ccc(-n2cc3c(c2)-c2oncc2CC3)cc1	101	92	95	97	95	94	98	95	95
CCn1cc(C(=O)O)c(=O)c2cc(F)c(N3CCN(CC(=O)Nc4ccc(/C(C)=N/OC)cc4)CC3)cc21	101	94	98	104	101	110	92	86	103
CC(=O)Nc1ccc(NC(=S)Nc2ccc(NC(C)=O)cc2)cc1	94	94	98	95	88	102	95	87	117
Nc1cc(-c2ccc(Cl)cc2)nn1-c1nc(-c2ccc(F)cc2)cs1	111	99	107	106	111	109	99	94	96
N#C/C(=C\c1ccc2c(c1)OCO2)n1nnc2ccccc21	-9.9*	-16*	-69*	-38*	-18*	12	18	13	34

Reprinted at random: 3 records from the list
SMILES	HCC-2998	KM12	OVCAR-3	DU-145	OVCAR-5	SW-620	OVCAR-8	PC-3	OVCAR-4
OC(c1cccc(OCc2ccccc2)c1)c1nnc(-c2ccccc2)o1 (stereo not drawn)	112	91	104	107	102	104	96	81	87
C/C(=N/O)C(=O)NCCCCC(=O)Nc1ccccc1	101	106	112	113	104	103	102	108	106
Cc1[nH]c2ccccc2c1CCNC(=O)c1cccs1	111	102	100	104	102	101	106	97	103

Continuation:
SMILES	HCC-2998	KM12	OVCAR-3	DU-145	OVCAR-5	SW-620	OVCAR-8	PC-3	OVCAR-4
OCc1cnccc1NCc1ccccc1	110	102	105	107	110	109	95	100	111
COc1ccc2[nH]c(=O)c(CNc3ccc(Nc4nccc(-c5ccc(Cl)cc5)n4)cc3)cc2c1	106	85	89	85	103	105	.	71	100
C=C(C)C(=O)OCC(O)C[N+](C)(C)C (stereo not drawn)	98	103	101	110	99	95	101	104	116
CC(=O)N1C(CC(C)C)C(=O)N2C1N=NC21CCCC1 (stereo not drawn)	110	100	110	109	98	98	104	99	102
O=C(Nc1ccc(Oc2ccc(=O)[nH]n2)cc1)Nc1ccc(Cl)c(C(F)(F)F)c1	103	95	105	96	103	104	93	83	100
NC(=O)c1cc(Cl)ccc1NS(=O)(=O)c1ccccc1	113	104	107	122	106	102	102	98	95
Nc1ccc(-c2nc(N3CCOCC3)c3c4c(sc3n2)CCCC4)cc1	104	62	82	88	88	101	88	78	81
CCOC(=O)C1=C(C(=O)c2ccc(Br)cc2)C(c2ccc(F)cc2)NC(=S)N1 (stereo not drawn)	109	98	103	110	100	99	104	101	105
CC(O)C(O)C(N)CC=O (stereo not drawn)	112	107	115	113	94	106	.	92	98
CC1CN(CC(=O)Nc2cccc(Cl)c2)CC(C)O1 (stereo not drawn)	100	105	106	103	113	110	101	75	118
CCOc1ccc(C2N(c3cc(OC)c(OC)c(OC)c3)C(=O)C2(F)F)cc1 (stereo not drawn)	82	28	7.3*	30	66	25	43	37	50
N#Cc1c(Cl)nc(SCc2ccccc2)nc1-c1ccc(F)cc1	100	102	103	103	108	105	73	92	50
CN1CCN(c2cc(Nc3cc(C4CC4)[nH]n3)nc(Nc3ccc(CC(=O)NCc4cccc(F)c4)cc3)n2)CC1	35	9.2*	42	42	11	12	41	47	44
COc1ccc(Nc2ncnc3c2c(C)nn3-c2ccccc2)cc1	104	104	117	102	84	103	97	92	98
N#Cc1c(-c2ccccc2)cc(-c2ccccc2)n(Cc2ccc(C(=O)NO)cc2)c1=O	100	92	96	97	101	93	90	85	62
COc1ccc(/C=C/C(=O)c2ccc(NC(=O)CSc3nnc(-c4ccc(-c5nc6ccc(C)cc6[nH]5)cc4)o3)cc2)cc1OC	106	110	113	104	103	104	99	105	96
O=C(CI)Nc1ccc2oc(=O)c(C(=O)O)cc2c1	.	107	123	108	113	112	114	94	118
O=C1OC(=O)c2ccccc2C1=O	98	103	106	112	108	105	104	101	106
Cc1nn(-c2cccc([N+](=O)[O-])c2)c(C)c1N=Nc1ccc(Br)cc1	104	98	106	93	103	109	91	84	111
COc1ccc2[nH]cc(/C=C3/C(=O)Nc4ccc(F)cc43)c2c1	93	27	108	95	88	101	84	76	76
C(=C\c1cnc2ccccc2n1)/c1ccc2c(c1)OCO2	95	86	113	103	93	103	107	84	92
c1ccc(Cc2nc3ccccc3[nH]2)cc1	90	105	121	116	98	98	100	88	109
O=C(Nc1nc(Cl)nc(Nc2ccc(N3CCOCC3=O)cc2)n1)c1ccc(Cl)s1	82	91	102	104	99	76	88	85	102
